# Compound activity deposited in PubChem BioAssay by Southern Research Specialized Biocontainment Screening Center.
# M. tuberculosis: growth inhibition of non-replicating M. tuberculosis (AID 488890). Mycobacterium tuberculosis non-replicating, growth inhibition; higher % means a stronger effect. inhibition, % at 25 µM, or IC50 in µM where a hit was titrated. 320,000 compounds, 0.39% hits; in the data active = a potency from the dose series; inconclusive = inhibition mostly from about 82% at the one dose, without a potency; inactive = the rest, 99 in 100 with inhibition below about 76%;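 note: plate controls were DMSO cells for no effect and high antibiotic wells for full effect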
# H1N1 NS1A inhibition: NS1A inhibition, H1N1 influenza, cell based functional assay (AID 504329); inhibition, % at 12.5 µM, or IC50 in µM where a hit was titrated; 340,000 compounds, 0.3% hits; NS1A functional cell-based assay, percent inhibition; higher % means a stronger effect; in the data active = a potency from the dose series; inconclusive = inhibition above about 27% without an active follow-up result; note: strong numbers were not always called active
# Salmonella PhoP GFP: PhoP regulon inhibitors, Salmonella typhi PhoP promoter GFP reporter, confirmatory (AID 1850). inhibition, % at 50 µM; hits with a dose series show IC50 in µM. Salmonella Typhi PhoP-promoter GFP reporter, fluorescence, 4 h; higher % means a stronger effect. 310,000 compounds, 0.33% hits; in the data active = a potency from the dose series; inconclusive = inhibition mostly from about 25% at the one dose, without a potency; inactive = the rest, 99 in 100 with inhibition below about 19%;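 note: 0% = induced wells with vehicle and 100% = uninduced wells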
# inhibitors of VEEV: inhibitors of VEEV TC-83 cytopathic effect, confirmation, Vero cells (AID 588727); Vero cells, VEEV TC-83 cytopathic effect inhibition; higher % means a stronger effect; inhibition, % at 20 µM; hits with a dose series show IC50 in µM; 350,000 compounds, 0.13% hits; in the data active = a potency from the dose series; inconclusive = inhibition mostly from about 14% at the one dose, without a potency; inactive = the rest, 99 in 100 with inhibition below about 12%; note: strong numbers were not always called active
# M. tuberculosis HTS: M. tuberculosis growth inhibition, HTS (AID 449762). 330,000 compounds, 0.59% hits. M. tuberculosis H37Rv growth inhibition, 7H9 media; higher % means a stronger effect. one-dose inhibition, % at 25 µM; IC50 in µM for titrated hits; in the data active = a potency from the dose series; inconclusive = inhibition above about 70% without an active follow-up result;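 note: bacterial growth assessed after seven days of incubation; strong numbers were not always called active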
# inhibitors of VEEV 10K pilot screen: second read-out of inhibitors of VEEV, no call of its own (marks repeat the call); inhibition, %; measured here: 10K pilot screen inhibition
# * marks the source's active call; other numbers are inactive results; i = inactive; ? = inconclusive; . = no result given.
SMILES,M. tuberculosis,H1N1 NS1A inhibition,Salmonella PhoP GFP,inhibitors of VEEV,M. tuberculosis HTS,others
O=C(COC(=O)c1cccc(Cl)c1)Nc1cccc(S(=O)(=O)NC2=NCCC2)c1,-3%,-4%,.,3.6%,0%,
CCCS(=O)(=O)c1ncc(Cl)c(C(=O)Nc2ccc(S(=O)(=O)Nc3ncccn3)cc2)n1,51%,0%,-2%,0.2%,6%,
Cc1cc(C(F)F)nn1CC(=O)NCc1ccco1,-7%,12%,1%,0.7%,-3%,
Cc1[nH]nc(N)c1-c1ccccc1,-5%,12%,-3%,0.6%,-4%,
O=C(CSc1nccc(=O)[nH]1)N1CCc2ccccc2C1,-1%,3%,19%,0.8%,-8%,
COc1cccc(OCC(=O)NNC(=O)C(=O)Nc2ccc(OC)cc2OC)c1,?,0%,-7%,6.6%,?,
Cc1cc(OCC(=O)Nc2ccc(S(=O)(=O)NC3=NCCCCC3)cc2)c(C(C)C)cc1Cl,19%,2%,-4%,1.3%,-1%,
CCCNC(=O)C(Cc1ccccc1)NC(=O)c1ccccn1 (configuration not stated),10%,-6%,.,0.6%,-2%,
O=C(CC1C(=O)NCCN1Cc1cccc(F)c1F)NC1CCCCCC1 (configuration not stated),4%,-8%,3%,2.3%,3%,
CC1CCc2sc(C(=O)OCC(=O)NC(N)=O)cc2C1 (configuration not stated),26%,2%,9%,0.3%,3%,
COc1ccc(OCc2cc(C(=O)NC(C)c3csc(C)n3)no2)c(Cl)c1 (configuration not stated),14%,-7%,7%,1.8%,0%,
COc1ccccc1NS(=O)(=O)c1ccc2[nH]c(=S)oc2c1,0%,-12%,.,i,-10%,
Cc1ccc(C2Oc3ccccc3C3=C2C(c2cccs2)n2ncnc2N3)cc1 (configuration not stated),24%,3%,-10%,7.0%,55%,
Cn1c(NC(=O)/C=C/c2ccc(Cl)c(Cl)c2)cc(=O)n(C)c1=O,-15%,-11%,-6%,0.6%,2%,
C=CCOC(=O)C1=C(C)NC(=S)C(C#N)(CC=C)C1c1ccccc1Cl (configuration not stated),21%,.,7%,i,-3%,

# 5 structures out of the list, sorted by SMILES length, low to high.
SMILES,M. tuberculosis,H1N1 NS1A inhibition,Salmonella PhoP GFP,inhibitors of VEEV,M. tuberculosis HTS,others
CCCNC(=O)C(Cc1ccccc1)NC(=O)c1ccccn1 (configuration not stated),10%,-6%,.,0.6%,-2%,
COc1ccccc1NS(=O)(=O)c1ccc2[nH]c(=S)oc2c1,0%,-12%,.,i,-10%,
Cc1ccc(C2Oc3ccccc3C3=C2C(c2cccs2)n2ncnc2N3)cc1 (configuration not stated),24%,3%,-10%,7.0%,55%,
Cn1c(NC(=O)/C=C/c2ccc(Cl)c(Cl)c2)cc(=O)n(C)c1=O,-15%,-11%,-6%,0.6%,2%,
O=C(COC(=O)c1cccc(Cl)c1)Nc1cccc(S(=O)(=O)NC2=NCCC2)c1,-3%,-4%,.,3.6%,0%,

# (more compounds)
SMILES,M. tuberculosis,H1N1 NS1A inhibition,Salmonella PhoP GFP,inhibitors of VEEV,M. tuberculosis HTS,others
O=C(CN1CCN(c2ccc(O)cc2)CC1)Nc1ccc(SC(F)F)cc1,73%,-7%,1%,1.7%,?,
CCOC(=O)Cc1csc(NC(=O)c2c(C)noc2C)n1,-5%,3%,-4%,8.7%,-8%,
COc1ccc(CN(C)C(=O)c2ccccc2OCc2c(C)noc2C)cc1OC,-2%,-7%,.,1.8%,9%,
COc1nn(-c2nc(-c3ccccc3)cc(C(F)(F)F)n2)cc1[N+](=O)[O-],-5%,-7%,-5%,0.9%,-2%,
CC1(C)CC(=O)C(CC2=C(O)CC(C)(C)CC2=O)=C(O)C1,?,7%,9%,1.5%,12%,
CCCC(c1nnnn1CCc1ccccc1)N1CCN(C(=O)c2ccco2)CC1 (configuration not stated),-9%,7%,0%,2.6%,-11%,
O=[N+]([O-])c1ccc(N2N=C(c3ccccc3)CC2c2ccccc2O)cc1 (configuration not stated),9%,-11%,12%,i,27%,
CC(C)(C)c1ccc(O)c(N=Cc2cc(Br)ccc2O)c1,76%,-2%,-4%,0.8%,1%,
COc1cc2cc(C(=O)N(C)C3CCS(=O)(=O)C3)[nH]c2cc1OC (configuration not stated),1%,0%,1%,3.0%,-2%,
COc1ccc(Cl)cc1NC(=O)CCn1cnc2ccccc2c1=O,-11%,5%,4%,1.7%,-1%,
Cc1ccccc1OCC(=O)Nc1cccc(NC(=O)c2ccco2)c1,26%,17%,-10%,10%,-1%,
COC(=O)CCCC1=CC2=CC(=O)C(C)(OC(=O)c3cccs3)C(=O)C2=CN1CCCOC(C)C (configuration not stated),8%,-14%,-28%,0.7%,5%,
COC(=O)[C@H](CC(C)C)NC(=O)Cn1cnc(C(=O)Nc2ccc(C)c(C)c2)n1,.,3%,.,3.3%,.,
O=C(c1cc(COc2cccc(C(F)(F)F)c2)on1)N1CCSCC1,-3%,17%,-6%,1.6%,11%,
CC1CCCN(S(=O)(=O)c2cc(C(=O)NCc3ccco3)ccc2Cl)C1 (configuration not stated),15%,-7%,.,4.0%,-11%,
CN(C)c1ccc(/C=N/c2cc(-c3ccccc3)nn2-c2ccccc2)cc1,18%,-1%,-14%,6.4%,3%,
O=C(CCC1CC(=O)Nc2ccccc21)NCc1ccccc1 (configuration not stated),29%,1%,-7%,1.2%,-3%,
Nc1nc(Cl)nc2c1ncn2C1CC(O)C(CO)O1 (configuration not stated),44%,5%,-10%,7.8%,?,
CCN(CC)c1ccc(NC(=O)CSC(=O)c2ccccc2)cc1,?,18%,.,2.2%,14%,
CC(C)(C)C(=O)Nc1cccc(OC(F)(F)C(F)Cl)c1 (configuration not stated),15%,-7%,9%,i,6%,
CCCCC(CC)CNC(=O)c1ncn[nH]1 (configuration not stated),14%,3%,-8%,1.0%,2%,
COCCN(C(=O)COC(=O)Cc1coc2cc3c(cc12)CCC3)c1c(N)n(Cc2ccccc2)c(=O)[nH]c1=O,26%,2%,13%,4.3%,17%,
CC1CCCCN1C(=O)CSc1nc(C2CC2)nc2ccccc12 (configuration not stated),2%,6%,11%,10%,-7%,
O=C(COc1ccccc1)NCC(=O)Nc1ccc(S(=O)(=O)NCc2ccco2)cc1,24%,2%,-2%,0.2%,2%,
CCSc1nc(N2CCOCC2)c2c(c1C#N)CC(C)(C)N(C)C2,-12%,-4%,-21%,1.1%,-8%,
O=C(NC1CCCC1)C1CCN(S(=O)(=O)c2ccccc2)CC1,-1%,4%,8%,3.8%,-5%,
COc1ccc(OC)c(NC(=O)N2CCCC(CNS(=O)(=O)c3cccs3)C2)c1 (configuration not stated),-3%,4%,-5%,0.0%,-8%,
CC1CN(C(=O)COC(=O)c2ccc(C#N)cc2)CC(C)O1 (configuration not stated),-16%,2%,0%,1.8%,-15%,
CCN(C(=O)COC(=O)CNS(=O)(=O)c1ccccc1)c1ccccc1,-3%,-10%,-14%,1.4%,3%,
CCCC(=O)NCCc1cc2cc(C)c(C)cc2[nH]c1=O,.,-2%,.,0.3%,.,
Cc1ccc(OCC(=O)N/N=C2\CCOc3c(C)cccc32)cc1,22%,5%,20%,i,-6%,
COc1ccc(C)cc1N(C)C(=O)Cc1c(C(=O)O)n(C)c2ccccc12,-2%,0%,6%,0.8%,4%,
CC(=O)Nc1ccc(C(=O)Nc2ccc(S(=O)(=O)N3CCCC3)cc2)cc1,9%,9%,-2%,0.1%,-6%,
O=[N+]([O-])c1cnccc1Nc1ccc(F)cc1,13%,4%,-3%,5.5%,-3%,
CCOc1ccccc1-n1c(=S)sc2c(=O)n(-c3ccc(C)cc3)c(=S)[nH]c21,33%,-5%,2%,8.2%,10%,
CCc1nnc(NC(=O)CSc2nnc(CNc3ccc(OC)cc3)n2CC)s1,13%,-3%,-3%,i,-8%,
CC(C(=O)N1CCN(c2ccc([N+](=O)[O-])cc2)CC1)N1C(=O)C2CC=CCC2C1=O (configuration not stated),9%,3%,-3%,4.9%,3%,
CCOC(=O)C1C(=O)NC(N2CCN(Cc3ccccc3)CC2)=NC1c1ccccc1 (configuration not stated),0%,6%,-2%,i,-8%,
CC1CCC2(CC1)NC(=O)N(CC(=O)N1CCc3ccccc3C1)C2=O (configuration not stated),-7%,0%,14%,i,10%,
O=C(/C=C/c1ccccc1Cl)Nn1cnc2ccccc2c1=O,-28%,4%,-3%,0.3%,8%,
O=C(Nc1ncc2c(n1)-c1ccccc1CC2)c1ccc(Cl)cc1,76%,-6%,-2%,0.6%,-1%,
CC(C)CCNC(=O)C(=O)Nc1cc2c3c(c1)CC(=O)N3CCC2,6%,-13%,3%,2.8%,1%,
Cc1cc(C)c(S(=O)(=O)N2CCCc3ccccc32)c(C)c1,42%,-5%,-3%,i,5%,
Cc1cc(C(=O)NCC(=O)O)c(C)o1,-2%,-1%,3%,0.3%,8%,
CCC(=O)Nc1ccc2c(c1)N(C(C)=O)c1ccccc1CC2,-9%,-23%,3%,i,2%,
Cn1ncc2c(NCc3ccccc3)ncnc21,8%,-2%,1%,3.2%,2%,
O=C1Cc2ccccc2C(c2ccc(Br)cc2)N1 (configuration not stated),29%,-8%,-15%,i,-12%,
O=C(CNC(=O)OCc1ccccc1)Nc1ccc(Br)cc1C(=O)c1ccccc1,22%,1%,-19%,i,10%,
CC(C)c1ccc(NC(=O)C(c2ccccc2)N(C)C(=O)CCc2c[nH]c3ccccc23)cc1 (configuration not stated),9%,11%,-12%,2.7%,7%,
CCc1ccc(C2NC(=S)NC3=C2C(=O)CC(C)(C)C3)cc1 (configuration not stated),11%,1%,0%,1.2%,0%,
CCCCC(=O)Nc1ccc2oc(-c3ccncc3)nc2c1,5%,-18%,-3%,5.1%,-4%,
CC(C)(C)n1cnnc1Sc1ncccc1[N+](=O)[O-],9%,1%,-5%,2.3%,25%,
COc1ccc(C2=C(Nc3ccc(F)cc3)c3ccccc3C2=O)cc1,0%,4%,12%,0.5%,6%,
O=C(Nc1ccc(Br)cc1)C1CCN(C(=O)c2ccc(F)cc2)CC1,7%,15%,-12%,i,-6%,
CCOC(=O)CSC1=C(C#N)C(C)C2=C(CCCC2=O)N1 (configuration not stated),76%,-2%,-7%,0.7%,11%,
CC(C)(C)NS(=O)(=O)c1ccc(CCC(=O)N2CCOCC2)cc1,-6%,12%,-11%,0.3%,-5%,
Cc1ccccc1-c1nc(S(=O)(=O)c2ccccc2)c(N2CCCC2)o1,-2%,-6%,.,2.2%,6%,
CCc1nnc(NC(=O)c2ccc3c(=O)n4c(nc3c2)CCCCC4)s1,16%,1%,5%,4.2%,-9%,
COc1ccc2c(c1OC)C(=O)N(c1cccc(/C=C/C(=O)O)c1)C2,-20%,-19%,-2%,0.9%,0%,
CCOC(=O)c1c(C)[nH]c(C(=O)COC(=O)CN2C(=O)C3CCCCC3C2=O)c1C (configuration not stated),1%,3%,9%,1.7%,-3%,

# Next records.
SMILES,M. tuberculosis,H1N1 NS1A inhibition,Salmonella PhoP GFP,inhibitors of VEEV,M. tuberculosis HTS,others
CCCCC(=O)NCCc1ccc(OC)cc1,67%,7%,-3%,1.9%,-5%,inhibitors of VEEV 10K pilot screen=3.4
O/N=C/c1cn(-c2ccccc2)nc1-c1ccc2c(c1)OCCO2,11%,10%,-4%,1.1%,-1%,
COc1ccc(CNC(=O)C2CCN(S(=O)(=O)c3ccc4c(c3)CC(C)N4C(=O)C3CC3)CC2)cc1 (configuration not stated),31%,1%,7%,3.4%,7%,
COc1ccc(-c2nn(-c3ccccc3)cc2/C=N/n2cnnc2)cc1OC,1%,-3%,-1%,8.6%,-4%,
CCOc1ccc(-c2csc(N)c2C(=O)OC)cc1,52%,1%,-6%,i,2%,inhibitors of VEEV 10K pilot screen=2.9
Cc1nn(C)c(C)c1S(=O)(=O)N1CCC(C(=O)NCCC2=CCCCC2)CC1,38%,-20%,-7%,i,-6%,
CCCN(Cc1nnc(-c2ccccc2Cl)o1)C(=O)COc1ccc(Cl)cc1,57%,-8%,.,i,3%,
Cc1cc(C(=O)NNC(=S)NC(=O)/C=C/c2ccccc2Cl)n[nH]1,-2%,22%,8%,i,-3%,
Cc1c(S(=O)(=O)N2CCc3ccccc3C2)c(=O)n(C)c(=O)n1C,-5%,-22%,6%,i,-2%,inhibitors of VEEV 10K pilot screen=0.0
CC(C)(C)Nc1c([N+](=O)[O-])c(=O)sc2ccccc12,19%,3%,-8%,6.2%,-1%,
CCOC(=O)CS(=O)(=O)c1ccc(C(F)(F)F)cn1,-7%,2%,-1%,i,3%,
CCc1ccc(NC(=O)CSc2ccccn2)cc1,?,2%,7%,0.1%,?,
